Screening data from PubChem.
Hsp90 Hop PPI – qHTS Assay for Disrupters of an Hsp90 Co-Chaperone Interaction; 0.44% of 71,000 active; AID 595, 2007; Hsp90 C-terminal peptide / TPR2A (Hop) interaction, human; Potency, µM (titrated, usually from 57 µM), without a hit: at the top dose activity change, negative = inhibition; AlphaScreen TPR2A-His6 binding biotin-Hsp90 C-terminal peptide; active = well fitted curve in either direction with a large enough effect; inconclusive = small, poorly fitted or top-dose-only effect, or another doubt; also: potency is read from the fitted curve at half-maximal effect; % is scaled to controls: 0 for no effect and ±100 for the full control effect; many of its hits are not listed in these tables
ERK AVP inh – qHTS Assay for Inhibitors of the ERK Signaling Pathway using a Homogeneous Screening Assay; HEK293-V1b, vasopressin-stimulated pERK AlphaScreen; Potency, µM (doses to about 57.5 µM), for the others: top-dose activity, negative = inhibition, actives largely listed as inhibitors; 0.99% of 72,000 active; AID 995, 2007; also: potency is read from the fitted curve at half-maximal effect; % is scaled to controls: 0 for no effect and ±100 for the full control effect; nearly all actives have a fitted effect of over 55% in size
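qHTS, compounds titrated on V1b-expressing HEK293 cells. Preincubation 30 min at 37C, vasopressin 25 nM for 5 min, lysis 10 min, bead incubation 5 hr at room temperature.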
Texas Red fluor – qHTS Assay for Spectroscopic Profiling in Texas Red Spectral Region; Compound fluorescence, Texas Red channel, 547/618 nm; hits give high values; max dye-equivalent concentration, M; 0.06% of 59,000 active; in the data active = max dye-equivalent concentration above about 10 nM; inconclusive = between about 1.1 nM and that limit
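qHTS profiling of intrinsic compound fluorescence; 100 mM Tris pH 8.0; 15 min RT; ex 547 / em 618 nm; response expressed as Texas Red dye-equivalent concentration from six-point plate standard.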
ALOX15 inhib – qHTS Assay for Inhibitors of 15-hLO (15-human lipoxygenase). Polyunsaturated fatty acid lipoxygenase ALOX15 (Homo sapiens), P16050. purified 15hLO-1, xylenol orange hydroperoxide absorbance. Potency, µM (titrated, usually from 57.1 µM), for the others: at the top dose activity change, negative = inhibition, usual class: inhibitors. 1.4% of 74,000 active. AID 887, 2007; also: potency is read from the fitted curve at half-maximal effect; % is scaled to controls: 0 for no effect and ±100 for the full control effect; nearly all actives have a fitted effect of over 55% in size
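Quantitative HTS in 25 mM Hepes pH 7.5 containing 0.01% Triton X-100: human 15hLO-1 at 40 nM, arachidonic acid at 50 uM, 6 min turnover. Product quantified via ferrous oxidation/xylenol orange, 573:405 nm absorbance ratio.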
HADH2 inh – qHTS Assay for Inhibitors of HADH2 (Hydroxyacyl-Coenzyme A Dehydrogenase, Type II); Potency, µM (doses to about 57.1 µM), for the others: top-dose activity change, negative = inhibition, usual class: inhibitors; recombinant HADH2, NADH fluorescence, beta-hydroxybutyryl-CoA; 3-hydroxyacyl-CoA dehydrogenase type-2 (Homo sapiens), Q99714; 3.4% of 73,000 active; AID 886, 2007; also: potency is read from the fitted curve at half-maximal effect; % is scaled to controls: 0 for no effect and ±100 for the full control effect; nearly all actives have a fitted effect of over 60% in size; many of its hits are not listed in these tables
Target sequence (Q99714 whole entry, looked up, one chain of several): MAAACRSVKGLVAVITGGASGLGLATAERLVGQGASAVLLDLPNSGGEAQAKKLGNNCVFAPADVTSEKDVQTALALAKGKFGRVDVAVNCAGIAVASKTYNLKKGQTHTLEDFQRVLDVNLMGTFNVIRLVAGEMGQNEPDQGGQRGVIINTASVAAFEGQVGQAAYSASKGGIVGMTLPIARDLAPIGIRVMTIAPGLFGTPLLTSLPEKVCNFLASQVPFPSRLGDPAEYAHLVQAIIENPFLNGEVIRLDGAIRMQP
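NADH fluorescence (ex 360/em 450 nm) read every 30 s for 4 min; activity taken as last-minus-first time point difference. Enzyme 20 nM, NAD+ 1 mM, beta-hydroxybutyryl-CoA 90 uM, pH 9.0 Tris buffer.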
HBB splicing – qHTS Assay for Modulators of Hemoglobin Beta Chain Splicing | HBB splicing reporter cell assay, activation; EGFP reporter with mutant IVS2-654 intron; response scale: normalised to 500 nM splice-correcting PNA | Potency, µM (top dose mostly 46.1 µM), inactives show top-dose activation, hits mostly activators | 0.06% of 65,000 active | AID 925, 2007; also: potency is read from the fitted curve at half-maximal effect; 0% is about no effect
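HeLa cells stably expressing EGFP interrupted by mutant beta-globin intron 2 (IVS2-654), 500/well in 2% FCS. Treated with compound for 2 days at 37C. Splicing correction scored as total well GFP intensity (488 nm excitation, 500-520 nm emission); 500 nM antisense PNA served as control.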
Pol III holo inh – qHTS Assay for Inhibitors of DNA Polymerase III Holoenzyme System; reconstituted DNA polymerase III holoenzyme replication, biochemical; Potency, µM (series often up to 57.1 µM), inactives show at the highest dose activity change, negative = inhibition; 0.25% of 71,000 active; AID 603, 2007; also: potency is read from the fitted curve at half-maximal effect; % is scaled to controls: 0 for no effect and ±100 for the full control effect
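Reconstituted *E. coli* holoenzyme (0.35 nM Pol III, 1 nM beta, 154 nM SSB, 2 nM primase) was preincubated with compound for 15 min at RT. Synthesis on 1.4 nM ssM13Gori ran 35 min, then was stopped with PicoGreen/EDTA and read as dsDNA fluorescence.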
CRE Fsk mod – Cell signaling CRE-BLA (Fsk stim) | 2.5% of 71,000 active | AID 662, 2007 | Potency, µM (highest dose often 38.2 µM), for the others: top-dose activity change, negative = inhibition, most hits filed as activators | CHO CRE-bla reporter (cAMP response element driving beta-lactamase), forskolin EC10, beta-lactamase ratio; active = well fitted activation curve with a large enough effect in the signal ratio, with a control signal flat, not every such curve was filed as active; inconclusive = small, poorly fitted or top-dose-only effect, or effect the other way, or a change in a side signal; the % refers to the signal ratio; also: potency is read from the fitted curve at half-maximal effect; % of control where 0% means no effect
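Modulation of forskolin signalling: compounds in titration series added with EC10 NKH 477 to CHO cells carrying a CRE-driven beta-lactamase reporter, 3 h, 37C. CCF4 FRET ratio (460/530 nm, ex 405 nm) gives %activity and AC50.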
Tau filament bind – qHTS Assay for Tau Filament Binding; Potency, µM (highest dose often 57.1 µM), for the others: at the top dose activity change, negative = inhibition; Microtubule-associated protein tau (Homo sapiens), P10636; 2% of 71,000 active; AID 596, 2007; recombinant tau filaments, thioflavin S fluorescence, 15 h; filaments grown with octadecylsulfate alongside compound;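 also: potency is read from the fitted curve at half-maximal effect; % is scaled to controls: 0 for no effect and ±100 for the full control effect; actives lower thioflavin S fluorescence by blocking filaments or displacing dye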
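Thioflavine S fluorescence (ex 450, em 510 nm) reports filaments formed from 1 uM human tau plus 30 uM ODS over 15 h at 37 C (10 mM HEPES pH 7.4, 100 mM NaCl, 5 mM DTT); compounds displacing dye or blocking filaments lower signal.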
FLuc inh – qHTS Assay for Inhibitors of Firefly Luciferase; Luciferin 4-monooxygenase (Photinus pyralis), P08659; purified firefly luciferase, luminescence, 8 min; Potency, µM (titrated, usually from 57.1 µM), for inactives: at the top dose activity change, negative = inhibition, actives largely listed as inhibitors; 2.2% of 72,000 active; AID 411, 2009; also: potency is read from the fitted curve at half-maximal effect; % is scaled to controls: 0 for no effect and ±100 for the full control effect; nearly all actives have a fitted effect of over 40% in size
Target sequence (P08659 whole entry, looked up): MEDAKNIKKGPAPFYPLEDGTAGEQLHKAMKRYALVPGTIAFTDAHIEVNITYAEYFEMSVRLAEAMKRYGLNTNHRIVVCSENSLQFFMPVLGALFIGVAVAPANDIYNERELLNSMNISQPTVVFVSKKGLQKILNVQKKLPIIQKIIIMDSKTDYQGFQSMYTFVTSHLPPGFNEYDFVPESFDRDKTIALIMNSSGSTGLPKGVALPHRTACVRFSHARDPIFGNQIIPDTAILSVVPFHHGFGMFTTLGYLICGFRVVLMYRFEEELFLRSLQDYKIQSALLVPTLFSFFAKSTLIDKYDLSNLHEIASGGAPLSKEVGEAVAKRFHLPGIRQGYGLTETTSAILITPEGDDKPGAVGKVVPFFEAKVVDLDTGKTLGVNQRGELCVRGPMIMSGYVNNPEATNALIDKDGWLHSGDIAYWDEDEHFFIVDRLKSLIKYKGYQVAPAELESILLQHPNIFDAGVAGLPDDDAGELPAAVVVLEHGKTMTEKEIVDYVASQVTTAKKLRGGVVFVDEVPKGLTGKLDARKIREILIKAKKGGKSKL
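Inhibition of light generation by firefly luciferase from ATP and luciferin was profiled with concentration-response curves per sample, ATP held at 10 uM within the enzyme's linear range. Plates were read by luminescence after an 8-minute ambient incubation.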
Rhodamine autofl – qHTS Assay for Spectroscopic Profiling in Rhodamine Spectral Region | Rhodamine-region fluorescence, 547/598 nm, Tris buffer; hits give high values | max dye-equivalent concentration, M | 0.05% of 59,000 active | AID 594, 2007; in the data active = max dye-equivalent concentration above about 11 nM; inconclusive = between about 1.1 nM and that limit
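A six-point rhodamine series on each plate calibrates the signal. Compounds sit in 100 mM Tris (pH 8.0) for 15 min at ambient temperature before imaging through 547 nm/598 nm filters.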
* = called active by the depositor; i = inactive; ? = inconclusive; / = no result given; [ ] = another dose, or the depositor's remark. Unless noted, calls follow the shape of the dose curve; as a rule, active = well fitted curve in the direction sought with a large enough effect; inconclusive = small, poorly fitted or top-dose-only effect, or another doubt; inactive = no such curve, though single readings can be large; an effect the other way counts as inactive or inconclusive.

SMILES | Hsp90 Hop PPI | ERK AVP inh | Texas Red fluor | ALOX15 inhib | HADH2 inh | HBB splicing | Pol III holo inh | CRE Fsk mod | Tau filament bind | FLuc inh | Rhodamine autofl
Cc1ccc2c(c1)NC(=O)C(N1CCOCC1)(C(F)(F)F)O2 (stereo not given) | -4% | 9% | i | 3% | -2% | 0.0% | 3% | 7% | -19% | 1% | i
O=C(CN1C2=NCCN2c2ccccc21)c1ccc2c(c1)OCO2 | -2% | -11% | ? | 6% | 0% | / | 2% | -6% | -15% | 0% | i
O=C(c1cc2nc(-c3ccc(F)cc3)cc(C(F)(F)F)n2n1)N1CCCC1 | -4%[11 µM] | 17% | / | 4%[11.4 µM] | 3%[11.4 µM] | -2.9%[0.0738 µM] | -7%[11.4 µM] | ? | -7%[11.4 µM] | -1% | /
COc1ccc(C)cc1NC(=O)c1ccoc1C | -5%[11 µM] | -19% | / | 12%[11.4 µM] | -5%[11.4 µM] | -1.2%[0.0738 µM] | -1%[11.4 µM] | ? | -1%[11.4 µM] | -3% | /
Fc1ccc(-c2nnc(CSc3nnc(-c4ccc5c(c4)OCO5)o3)o2)cc1 | -3% | 2% | i | -9% | 7% | -2.0% | 4% | 1% | 64% | 2% | i
CCCc1[nH]nc2c1C(c1ccc(OCCN3CCOCC3)c(OCC)c1)C(C#N)=C(N)O2 (stereo not given) | -2% | -10% | ? | 1% | -4% | 0.4% | -2% | -9% | -2% | 2% | i
CCn1c(COc2ccccc2)nnc1SCC(=O)C(C)(C)C | -1% | -11% | ? | -3% | 13% | 0.8%[1.84 µM] | -2% | ? | -6% | 0% | i
COCCn1c(=O)c(-c2cccc(C#N)c2)nc2cnc(N3CCNCC3)nc21 | -4% | 24% | i | ? | 390%[activator] | -0.1% | -4% | ? | -7% | 1%[11.4 µM] | i
O=C(O)C1CC(=O)N(c2ccc(OCc3ccccc3Cl)cc2)C1 (stereo not given) | -2% | 4% | i | 5% | -2% | / | 4% | 2% | 6% | -7% | i
CCc1cccc(NC(=O)CN2C(=O)NC3(CCCCCCC3)C2=O)c1 | -4% | 10% | i | 2% | 28% | -0.9% | 2% | ? | -6% | -1% | i
Cc1n[nH]c(C)c1S(=O)(=O)N1CCCCCC1 | -7% | 5% | i | 4% | 4% | -0.3% | 1% | ? | 4% | 1% | i
c1ccc(Nc2ncncc2-c2ccc3c(c2)OCO3)cc1 | -2% | -29% | i | 2% | -19% | -0.5% | -4% | -14% | 0% | 1%[2.29 µM] | i
COC(=O)Cc1[nH]nc2c1C(C1C=CCCC1)C(C#N)=C(N)O2 (stereo not given) | -11% | ? | ? | 2% | -9% | -3.8% | -4% | ? | 2% | 0% | i
CCNC(=O)C(C)Sc1ccc(Cl)cc1 (stereo not given) | -2% | 8% | i | -18% | 2% | -1.7% | -2% | 12% | 221% | 2% | i
CCN1CCN(CCCNC(=O)c2csc3c2CCCCC3)CC1 | 1% | 12% | i | ? | 5% | -3.3% | -8% | -14% | -2% | 0% | i
Cc1cccc(CCNC(=O)C2CCCN(S(=O)(=O)c3cccc4nsnc34)C2)c1 (stereo not given) | -4% | -18% | i | -15% | 10% | -1.5% | 6% | -12% | -14% | 3% | i
O=C1C2C3C=CC(C3)C2C(=O)N1c1cccc(-c2nc3ccccc3o2)c1 (stereo not given) | -3% | -20% | / | 2% | ? | -0.3% | 3% | 0% | 50% | 0% | /
Cc1cc(C)n(S(=O)(=O)c2cc(C)c(C)cc2C)n1 | 6% | 12% | ? | -8% | -13% | -1.4% | -3% | -7% | 9% | 0% | i
CCOC(=O)N1CCN(C(=O)c2cc3cc(Br)ccc3oc2=O)CC1 | -3% | / | / | 3% | 3% | 0.8% | -7% | -24% | -4% | 3% | /
Cc1ccccc1CNc1nc(N)n(-c2ccccc2)n1 | -3%[2.3 µM] | ? | / | -8% | -4% | -0.4% | -3% | -7% | -12% | -9% | /
Nc1cc(Cl)ccc1N1CCOCC1 | -3% | 0% | i | 6% | 4% | 0.2%[57.5 µM] | -5% | -3% | ? | -1% | i
CCOC(=O)C1=C(C)N=C2SC(C)C(=O)N2C1/C=C/c1ccccc1OC (stereo not given) | -12% | 0% | ? | -4% | -2% | 8.2%[1.84 µM] | -1% | 11% | 4% | 1% | i
CN(C)Cc1ccc(O)c(CCc2ccccc2)n1 | 0% | 12% | ? | 10% | -6% | -0.4%[57.5 µM] | -5% | -9% | -8% | 3% | i
CCCN(CCC)CCNC(=O)CS(=O)Cc1nc(-c2ccc(C)cc2)oc1C (stereo not given) | 1% | 6% | i | -4% | 4% | 0.2% | -1% | -16% | -1% | 0% | i
COC(=O)c1c(NC(=O)CCc2ccc(C)o2)sc(C)c1C | 16% | 18% | ? | -14% | ? | -3.5% | -3% | ? | 11% | -2% | i
CCOCC(=O)N1CCc2ccccc21 | -1% | -10% | i | 0% | 4% | 4.8% | -10% | -8% | -15% | 2% | i
COc1cc(NC(=O)c2cc3c(C)nc4ccccc4c3o2)cc(OC)c1OC | -5% | ? | / | -11% | 12% | -1.1% | -9% | 1.6µM* | 458% | -4% | /
CCOc1ccc(N2C(=O)c3cccnc3C2Nc2ccc(F)cc2)cc1 (stereo not given) | -6% | -14% | i | -24% | ? | 2.7% | -3% | -25% | 2% | -1% | i
CCc1c(C(=O)Nc2cc(C)ccc2OC)[nH]c(C)c1C(C)=O | -4% | 2% | i | -14% | 15% | 0.7% | 5% | ? | -1% | 0% | i
O=C(CSc1nnc(CNc2ccc(F)cc2)n1Cc1ccco1)NC1CC1 | -2% | 2% | ? | 6% | -4% | -0.1%[57.5 µM] | -3% | -8% | 5% | -1% | i
CCOC(=O)N1CCN(C(=O)Nc2ccccc2Cl)CC1 | 1% | 14% | i | -10% | 4% | / | -1% | -2% | 6% | 4% | i
CCOC(=O)CC1=C(C#N)C(c2cccnc2)C(C(=O)OCC)=C(N)O1 (stereo not given) | 1% | 11% | ? | 5% | 1% | -2.8% | -1% | 12% | 12% | 1% | i
CCn1c(CNc2ccc(F)cc2)nnc1SCC(=O)OC1CCCCC1 | -7% | -25% | ? | -9% | 6% | / | 1% | 0% | -2% | 2% | i
CCCCOc1cccc(C(=O)N(Cc2cccs2)C2CCS(=O)(=O)C2)c1 (stereo not given) | -1% | 5% | i | 1% | 5% | 1.3%[0.369 µM] | -11% | -4% | -4% | 3% | i
CCN(CC)CCCNC1CCS(=O)(=O)C1 (stereo not given) | 0% | 2% | i | 0% | 7% | 3.8% | -12% | 4% | -3% | 1% | i
Cc1cc(C)n2nc(CCc3nc4nc(C)cc(C)n4n3)nc2n1 | 0% | 5% | ? | 1% | 3% | 1.2% | 3% | 16% | 1% | 1% | i
CCC1CCCCN1C(=O)Cn1c(=O)oc2ccccc21 (stereo not given) | ? | 4% | i | -24% | 0% | -2.6% | -4% | ? | -1% | 10% | i
CCOC(=O)N1CCC(NC(=O)Cn2ncc3c4ccccc4n(C)c3c2=O)CC1 | 0% | -5% | i | -2% | ? | 1.1% | -4% | ? | 11% | 1% | i
COc1ccc(C(c2nnnn2Cc2ccccc2)N2CCN(C(=O)c3ccco3)CC2)cc1 (stereo not given) | -4% | -15% | ? | -5% | 0% | / | -6% | 3% | 9% | 2% | i

Some of the compounds tested. The share of hits here may be higher or lower than overall.
